A549 viability = Nrf2 qHTS screen for inhibitors: counterscreen for cytotoxicity; A549 ARE-Fluc cells, CellTiter-Fluor viability, 18-24 h; Potency, µM (titrated, usually from 46 µM), inactives show top-dose activity change, negative = cytotoxicity, most hits filed as inhibitors; 0.16% of 390,000 active; AID 504648, 2011; further: potency means the concentration at half of the fitted maximal effect; on the % scale 0 is the no-effect control and ±100 the full control effect
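A549 ARE-Fluc cells in 5% FBS OPTI-MEM, 5000 cells/well, rested 2 h then exposed to compounds in concentration-response for 18-24 h at 37 °C. Viability by CellTiter-Fluor fluorescence (Ex 405/Em 525) after 30 min; luciferase luminescence (BugLite, 15 min, RT) read afterwards.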
HepG2 viability = qHTS for Inhibitors of TGF-b: Cytotox Counterscreen; HepG2 CAGA-GFP viability, ATP luminescence, 18 h; Potency, µM (highest dose often 46.1 µM), without a hit: at the top dose activity change, negative = cytotoxicity, most hits filed as cytotoxic; 0.76% of 410,000 active; further: potency means the concentration at half of the fitted maximal effect; some results filed as inactive show a strong effect at the top dose
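HepG2 CAGA-GFP cells (1000/well, DMEM with 1% FBS) received compound, then TGF-beta at 500 pg/mL final, and were incubated 18 hours at 37 degrees C. Viability was read by CellTiter-Glo luminescence. Media-only wells were set as complete cell-killing and DMSO as no toxicity.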
Abeta rescue = qHTS for compounds that reverse cellular toxicity of Amyloid beta (A-beta) peptide in yeast: Primary Screen; Potency, µM (series often up to 46.1 µM), without a hit: at the highest dose growth rescue, hits mostly activators; 0.063% of 410,000 active; AID 1347071, 2019; yeast expressing A-beta42, growth rescue, OD600, 48 h; response scale: 0% DMSO, 100% iron-clioquinol control; further: potency means the concentration at half of the fitted maximal effect; nearly all actives have a fitted effect of over 55% in size
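Yeast growth medium received pinned compounds, then yeast cells expressing toxic A-beta were added; plates incubated at 30 C for 48 hr. Growth read as absorbance at 600 nm, normalized to DMSO and equimolar FeCl3 plus clioquinol controls.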
Nrf2 inh = Nrf2 qHTS screen for inhibitors. A549 ARE-Fluc reporter, luciferase luminescence, 18-24 h. Potency, µM (doses to about 46 µM), for inactives: at the top dose activity change, negative = inhibition, usual class: inhibitors. 2.1% of 360,000 active. AID 504444, 2011; further: potency means the concentration at half of the fitted maximal effect; on the % scale 0 is the no-effect control and ±100 the full control effect; nearly all actives have a fitted effect of over 60% in size
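Nrf2 function is reported as luminescence of an ARE-controlled luciferase in A549 cells. Compounds were tested at several concentrations, and a CellTiter-Fluor read on the same wells flagged cytotoxicity.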
Nrf2 activator = qHTS of Nrf2 Activators; 0.31% of 410,000 active; AREc32 ARE-luciferase reporter (MCF7-derived line), luminescence, 24 h; Potency, µM (titrated, usually from 46.1 µM), for the others: top-dose activation, actives largely listed as activators; further: potency means the concentration at half of the fitted maximal effect; % of control where 0% means no effect; nearly all actives have a fitted effect of over 65% in size
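Each well held 1000 AREc32 cells, which were incubated with compound for 24 hr at 37 deg C after overnight attachment, and ARE reporter activity was quantified by firefly luciferase luminescence.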
pAkt inh = HTS Assay for Inhibitors of Akt Phophorylation: Primary Screen. activity change, % for hits at 50 µM. 0.32% of 360,000 active. Neuro2A IGF-stimulated pAkt S473 HTRF, 20 min; hits give low values; in the data active means activity change below about -80%; inconclusive means mostly about -51% to -80%; further: on the % scale 0 is the no-effect control and ±100 the full control effect
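Neuro2A cells in DMEM with 0.5% FBS, overnight at 37 deg C, given compound at single 50 µM final, then IGF (6 nM final) for 20 min at 37 deg C. Lysed; phospho-Akt Ser473 by HTRF after 24 h, 665/615 ratio.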
Mm-Cpn inhibitor = Inhibitors of TCP-1 ring complex (TRiC) of Methanococcus maripaludis (MmCpn): qHTS; 0.031% of 330,000 active; purified Mm-Cpn ATPase, ADP Transcreener TR-FRET; AID 504842, 2011; Potency, µM (titrated, usually from 76.9 µM), without a hit: top-dose activity, negative = inhibition, actives largely listed as inhibitors; further: potency means the concentration at half of the fitted maximal effect; on the % scale 0 is the no-effect control and ±100 the full control effect; nearly all actives have a fitted effect of over 80% in size
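Reaction buffer contained 30 mM Tris pH 7.4, 100 mM KCl, 5 mM MgCl2 and 1 mM DTT. Mm-CPN (25 nM final) hydrolysed 10 uM ATP over 30 min at 37°C; ADP was read by HTRF.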
CCT modulator = High-Throughput Screening for Modulators of Cytosolic Chaperonin Activity; purified chaperonin ATPase assay, HTRF ADP detection, 30 min; activity change, % (concentration not given with the values), hits read low; 0.3% of 360,000 active; AID 651819, 2012; in the data active means activity change below about -30%; further: on the % scale 0 is the no-effect control and ±100 the full control effect
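Enzyme 40 or 20 nM (batch-dependent) in Tris pH 7.4/KCl/MgCl2/DTT; cpd 76 uM single point; ATP 10 uM; 30 min 37 °C; Transcreener ADP HTRF detection, 30 min RT; ratio 665/615.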
TGFb SMAD3 inh = qHTS for Inhibitors of TGF-b | Potency, µM (series often up to 46.1 µM), inactives show at the top dose activity, negative = inhibition, hits mostly inhibitors | HepG2 CAGA-GFP TGF-b/SMAD3 reporter, GFP fluorescence, 18 h; TGF-beta stimulated, 500 pg/mL final | 1.2% of 410,000 active | AID 588855, 2011; further: potency means the concentration at half of the fitted maximal effect; on the % scale 0 is the no-effect control and ±100 the full control effect; nearly all actives have a fitted effect of over 65% in size
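TGF-beta reporter screen: HEPG2 CAGA-GFP, 1% FBS, 500 pg/mL TGF-beta final, 18 h; per-cell GFP summed per well; curves fitted and categorized by class.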
Numbers without * were called inactive; i = inactive; ? = inconclusive; . = no result given; [ ] = another dose, or the depositor's remark. Unless noted, the call rests on the fitted dose curve; in most records, active means well fitted curve in the direction sought with a large enough effect; inconclusive means small, poorly fitted or top-dose-only effect, or another doubt; inactive means no such curve, though single readings can be large; an effect the other way counts as inactive or inconclusive. No enrichment for hits (roughly 4.3% active in at least one column).

SMILES	A549 viability	HepG2 viability	Abeta rescue	Nrf2 inh	Nrf2 activator	pAkt inh	Mm-Cpn inhibitor	CCT modulator	TGFb SMAD3 inh
Cc1nn(-c2ccccc2)nc1-c1nnc(-c2ccc(C(F)(F)F)cc2)o1	-7.1%	2.6%	-1.2%	4.6%	-0.1%	i	1.2%	-0.8	-6.2%
C[N+](C)(C)CCCCCC[N+](C)(C)C	-2.6%	3.7%	-2.4%	7.3%	0.2%	i	.	-3.1	24.7%
O=C(Nc1ccccc1)c1ccc2ccccc2n1	1.8%	-19.5%	-1.2%	?	22.5%	i	-0.8%	1.2	-16.5%
O=C(CCN1CCN(c2ccccc2)CC1)NNC(=O)Cc1ccccc1Cl	-1.1%	-8.6%	-9.7%	0.0%	-1.4%	i	-0.4%	1.3	-3.1%
O=C(CCC(=O)c1cccs1)NCc1ccc(Cl)cc1	-0.4%	-8.9%	-13.0%	-1.6%	-1.2%	i	-0.7%	1.1	20.8%
OC(CNCCc1ccc(C(F)(F)F)cc1)COC(c1ccccc1)c1ccccc1 (stereo not drawn)	0.9%	-95.7%	-4.6%	-20.8%	-2.1%	i	-0.5%	-0.5	?
CC(=O)C1=C(O)C(=O)N(c2ccc(O)cc2)C1c1ccc(C)cc1 (stereo not drawn)	-9.1%	1.4%	1.3%	-4.1%	-0.6%	i	0.6%	-0.9	-4.7%
Cc1nn(CC(=O)NCc2ccco2)c(C)c1[N+](=O)[O-]	-7.9%	4.0%	8.0%	4.8%	-0.6%	i	1.3%	-0.5	7.2%
CC1=CC2=NC(=O)CC(C)(C(=O)N(CC(=O)NC3CCCC3)c3cc(C)cc(C)c3)N2C=C1 (stereo not drawn)	-10.0%	-6.0%	-7.8%	-10.5%	0.5%	i	-7.5%	0.6	3.8%
COc1cc(OC)cc(-c2c(-c3cccs3)c3cc(-c4cnc(OC)nc4)ccc3n2C)c1	2.0%	-15.6%	6.7%	-22.5%	-0.4%	i	-18.9%	1.2	?
CCCCCCCCCCOC(=O)Cn1c(COc2cccc(OC)c2)[n+](C)c2ccccc21	-1.8%	20µM*	-70.4%[inhibitor]	-28.9%	-0.4%	i	0.7%	-1.7	?
COc1ccc(NC(=O)c2ccc(F)cc2)cc1S(=O)(=O)Nc1cc(C)ccc1Br	?	6.1%	5.2%	?	-0.7%	i	-2.5%	1.4	?
COCCn1cc(C(=O)NCc2ccco2)c2c3ccccc3n(C)c2c1=O	0.0%	14.9%	-20.2%	0.7%	17.9%	i	1.2%	-0.4	2.4%
COc1cc(/C=N\N=C2/SC(CC(=O)O)C(=O)N2c2ccc(O)cc2)ccc1O (stereo not drawn)	0.9%	3.5%	0.8%	-4.6%	-0.8%	i	0.4%	-0.6	6.7%
CCOc1ccc(NC(=O)Cn2c(=O)n(-c3ccccc3)c(=O)c3ccc(C(=O)NCc4ccc5c(c4)OCO5)cc32)cc1	-27.4%	-68.6%	-2.5%	?	-0.4%	.	.	.	?
COc1cccc(C2C(=O)c3ccccc3C2=O)c1	1.1%	2.0%	6.8%	8.0%	0.7%	i	-5.4%	-2.2	4.6%
CCN(C(=O)COC(=O)/C(C#N)=C/c1ccc(N(C)C)cc1)C1CCS(=O)(=O)C1 (stereo not drawn)	-6.9%	-1.6%	0.0%	?	3.9%	i	-4.7%	2.5	3.6%
Cc1nn(-c2ccccc2)c(C)c1/C=N/n1c(-c2ccncc2)n[nH]c1=S	-11.3%	-13.4%	-2.9%	?	2.6%	i	-0.5%	-1.8	-0.6%
CC(=O)N1CC(C)Sc2ccc(S(=O)(=O)NC3CCCCC3)cc21 (stereo not drawn)	2.5%	-4.9%	4.7%	?	0.1%	i	-0.2%	-3.5	-18.9%
COCCCn1cc(CN2CC(N3CCN(Cc4ccccc4F)CC3)CS2(=O)=O)nn1 (stereo not drawn)	.	.	-12.5%	.	-0.8%	i	.	2.3	.

Arranged by length of the SMILES (rising): part of the list above
SMILES	A549 viability	HepG2 viability	Abeta rescue	Nrf2 inh	Nrf2 activator	pAkt inh	Mm-Cpn inhibitor	CCT modulator	TGFb SMAD3 inh
OC(CNCCc1ccc(C(F)(F)F)cc1)COC(c1ccccc1)c1ccccc1 (stereo not drawn)	0.9%	-95.7%	-4.6%	-20.8%	-2.1%	i	-0.5%	-0.5	?
COCCCn1cc(CN2CC(N3CCN(Cc4ccccc4F)CC3)CS2(=O)=O)nn1 (stereo not drawn)	.	.	-12.5%	.	-0.8%	i	.	2.3	.
COc1cc(OC)cc(-c2c(-c3cccs3)c3cc(-c4cnc(OC)nc4)ccc3n2C)c1	2.0%	-15.6%	6.7%	-22.5%	-0.4%	i	-18.9%	1.2	?

Additional results follow:
SMILES	A549 viability	HepG2 viability	Abeta rescue	Nrf2 inh	Nrf2 activator	pAkt inh	Mm-Cpn inhibitor	CCT modulator	TGFb SMAD3 inh
O=C(Nc1ccccc1N1CCOCC1)c1ccc(N2CCCC2=O)cc1	10.5%	-13.9%	-8.2%	0.6%	-1.2%	i	-0.7%	-1.9	9.8%
Cc1nnc(NC(=O)C2=COCCO2)s1	-1.4%	-5.3%	2.4%	6.3%	0.3%	i	0.2%	1.1	0.3%
NC(=O)COC(=O)c1ccccc1Nc1ccc(SC(F)F)cc1	-0.5%	-41.2%	8.5%	?	5.3%	i	-3.8%	-5.7	0.0%
CSc1ccc(CNC(=O)Cc2ccc(NC(=O)C3=C(C)OCCS3)cc2)cc1	-1.8%	-4.4%	-13.7%	?	3.4%	.	-0.2%	-4.8	-15.7%
O=C(CSc1cccs1)Nc1ccc(Cl)cc1	0.6%	-41.7%	7.8%	?	4.3%	i	0.8%	0.3	-9.8%
Cc1cc[n+](-c2nc3ccccc3nc2[N-]S(=O)(=O)c2ccccc2)cc1	5.3%	-14.5%	-4.9%	11.9%	0.0%	i	2.0%	2.1	-10.1%
CCc1ccc(Nc2ncc3c(n2)CC(C)(C)CC3=O)cc1	-0.8%	-15.9%	12.0%	?	0.3%	i	-3.4%	-2.1	-16.5%
CCN(CC)C(=O)[C@H]1CC(CC(=O)NC/C=C(\C)CCC=C(C)C)C(=O)N2CCc3c([nH]c4ccccc34)[C@]12C (stereo partly drawn)	-22.5%	-103.8%	19.3%	?	-2.5%	i	1.2%	-1.2	15.8µM*
COc1cc(CN2CCSCC2)cc(OC)c1OC	-1.8%	7.4%	0.0%	-11.1%	0.3%	i	-1.9%	0.8	2.0%
O=C(c1cccs1)N1CCC(c2ccccc2)C1 (stereo not drawn)	-6.2%	-6.4%	-4.2%	?	18.1%	i	-6.0%	-0.3	-0.6%
O=C(O)C1CCCN1S(=O)(=O)c1ccc2[nH]c(=O)c(=O)[nH]c2c1 (stereo not drawn)	.	3.7%	-4.4%	1.1%	0.1%	i	1.1%	-2.3	-6.1%
COc1ccc(OC)c(NC(=O)Nc2nc(CN)cs2)c1	.	-1.8%	-5.7%	.	5.2%	i	.	0.2	2.7%
CC1CCCC(C)N1C(=O)c1cc(F)c(F)cc1Cl (stereo not drawn)	0.9%	-8.0%	17.2%	11.1%	0.0%	i	-5.1%	0.0	0.2%
Cc1ccc(S(=O)(=O)NCC(=O)NCC(=O)OCC(=O)NC(=O)NC(C)(C)C)cc1C	-3.8%	20.8%	0.2%	-8.3%	0.0%	i	-1.1%	-4.2	8.2%
Cc1ccc(NS(=O)(=O)c2ccc3c(c2)c(=O)n(C)c(=O)n3C)cc1F	-22.4%	-39.2%	-0.5%	?	0.0%	i	0.5%	-3.3	0.3%
Cc1cc(C)n(CCC(=O)Nc2ccc3c(c2)OCCO3)n1	0.8%	13.3%	.	3.8%	0.1%	i	1.3%	1.5	16.9%
C/C(N)=C(/C#N)C(=O)CSc1nnc(-c2ccccc2)n1C	0.4%	-1.7%	-0.6%	0.1%	0.5%	i	-0.7%	-0.2	-0.8%
Cc1ccc(Nc2c(-c3ccco3)nc3ccc(C)cn23)cc1	0.1%	-4.8%	15.5%	2.3%	3.7%	.	.	.	7.5%
COC(=O)c1ccc(NC(=O)CNC(=O)C2CCCCC2)c(C)c1	4.3%	-10.3%	8.5%	4.1%	-0.6%	i	0.5%	-1.9	-4.6%
Cn1cnc(S(=O)(=O)N2CCC(C(=O)N3CCN(c4ccccc4F)CC3)CC2)c1	4.3%	1.1%	-13.2%	.	-1.0%	.	.	.	4.7%
COc1ccc(C(=O)Nc2ccc(NC(=O)c3cccc(OC)c3)cn2)cc1	1.2%	-23.4%	4.2%	?	-0.7%	i	-6.3%	0.7	?
CCCCOc1ccc(CC(=O)NCC(=O)O)cc1	1.6%	7.0%	-12.3%	3.7%	-0.3%	i	1.3%	-1.0	-4.4%
COc1ccc2c(c1)CCC(=O)[C@H](O)C[C@H](c1ccccc1)OC2=O	.	.	-9.4%	.	0.4%	i	.	1.3	.
CCC(CC)C(=O)OCC(=O)Nc1cc(OC)c([N+](=O)[O-])cc1C	1.2%	5.8%	4.9%	2.3%	2.6%	i	2.5%	-1.4	4.5%
CCOC(=O)c1cnc(-c2ccccc2O)nc1Cl	-5.2%	4.8%	-15.6%	2.8%	3.6%	i	2.5%	-6.5	3.8%
CN(C)c1ccc(/C=C/c2ccc3c4ccccc4ccc3[n+]2-c2ccccc2)cc1	10.3µM*	-56.8%	-96.9%[inhibitor]	3.66µM*	-3.0%	i	?	-1.2	?
CC(=O)Nc1ccc(OCc2cccc([N+](=O)[O-])c2)cc1	5.3%	-16.6%	7.4%	1.1%	5.5%	i	1.4%	-0.3	-4.2%
